# influenza NS1A = H1N1 influenza NS1A inhibitors, functional cell based assay (AID 504329); NS1A functional cell-based assay, percent inhibition; higher % means a stronger effect; actives 0.3% (n = 340,000); inhibition, % at 12.5 µM, or IC50 in µM where a hit was titrated; in the data active means a potency from the dose series; inconclusive means inhibition above about 27% without an active follow-up result; further: strong numbers were not always called active
# Salmonella PhoP GFP = PhoP regulon inhibitors, Salmonella typhi PhoP promoter GFP reporter, confirmatory (AID 1850); Salmonella Typhi PhoP-promoter GFP reporter, fluorescence, 4 h; higher % means a stronger effect; inhibition, % at 50 µM, or IC50 in µM where a hit was titrated; actives 0.33% (n = 310,000); in the data active means a potency from the dose series; inconclusive means inhibition mostly from about 25% at the one dose, without a potency; inactive means the rest, 99 in 100 with inhibition below about 19%;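 further: 0% = induced wells with vehicle and 100% = uninduced wells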
# inhibitors of VEEV = inhibitors of VEEV TC-83 cytopathic effect, confirmation, Vero cells (AID 588727); Vero cells, VEEV TC-83 cytopathic effect inhibition; higher % means a stronger effect; inhibition, % at 20 µM, or IC50 in µM where a hit was titrated; actives 0.13% (n = 350,000); in the data active means a potency from the dose series; inconclusive means inhibition mostly from about 14% at the one dose, without a potency; inactive means the rest, 99 in 100 with inhibition below about 12%; further: strong numbers were not always called active
# M. tuberculosis HTS = M. tuberculosis growth inhibition, HTS (AID 449762); M. tuberculosis H37Rv growth inhibition, 7H9 media; higher % means a stronger effect; actives 0.59% (n = 330,000); one-dose inhibition, % at 25 µM; IC50 in µM for titrated hits; in the data active means a potency from the dose series; inconclusive means inhibition above about 70% without an active follow-up result;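 further: bacterial growth assessed after seven days of incubation; strong numbers were not always called active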
# M. tuberculosis = growth inhibition of non-replicating M. tuberculosis (AID 488890). Mycobacterium tuberculosis non-replicating, growth inhibition; higher % means a stronger effect. inhibition, % at 25 µM; hits with a dose series show IC50 in µM. actives 0.39% (n = 320,000); in the data active means a potency from the dose series; inconclusive means inhibition mostly from about 82% at the one dose, without a potency; inactive means the rest, 99 in 100 with inhibition below about 76%;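 further: plate controls were DMSO cells for no effect and high antibiotic wells for full effect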
# inhibitors of VEEV 10K pilot screen = also measured in inhibitors of VEEV; calls as there; inhibition, %; measured here: 10K pilot screen inhibition
# * hit, by the source's call; i = inactive; u = inconclusive; x = not tested or not shown; & = joins results of further samples.
SMILES,influenza NS1A,Salmonella PhoP GFP,inhibitors of VEEV,M. tuberculosis HTS,M. tuberculosis,others
N#CCN1CCN(CC(=O)c2ccc(Br)cc2)CC1,11%,-8%,0.6%,-5%,-10%,
Cc1ccc(/C=C/C(=O)O)cc1S(=O)(=O)N1CCc2ccccc2C1,0%,16%,2.2%,-3%,15%,
CCOC(=O)c1sc(NC(=O)C(CC)Sc2nccn2C)nc1C (stereo not drawn),9%,1%,i,3%,58%,
COc1ccc(C(=O)C(C)OC(=O)c2sc(C)nc2C)cc1 (stereo not drawn),1%,x,i,5%,47%,
COc1cccc(-n2nc(C#N)c(Cl)cc2=O)c1,5%,x,i,x,x,inhibitors of VEEV 10K pilot screen=0.7
Cc1cc(C)c2c(=O)[nH]n(C3CCCCCC3)c2n1,-9%,-10%,6.1%,-7%,4%,
Cc1c(OC(C)C(=O)NCC2CCC(C(=O)O)CC2)ccc2c1oc(=O)c1ccccc12 (stereo not drawn),-1%,-2%,0.6%,-2%,6%,
COc1ccc(CCNC(=O)c2cc(-c3ccc(Cl)c(Cl)c3)oc2C)cc1,-2%,-3%,4.0%,5%,-2%,
CC1Cc2ccccc2N1C(=O)CSc1nnc(Cc2ccccc2)n1CCc1ccccc1 (stereo not drawn),3%,x,7.6%,x,x,
CN1CCN(c2nc(-c3cccnc3)nc3ccccc23)CC1,1%,-13%,0.7%,8%,7%,
CC(C)(O)[C@H](O)COc1c2occc2cc2ccc(=O)oc12,-8%,-2%,0.2%,1%,-18%,
Nc1c(-c2ccccc2)c(CN2CCOCC2)nn1-c1ccccc1,-1%,-14%,i,-1%,-25%,
CC(O)[C@H]1CNC(=O)C(=O)N1CC1(c2ccccc2)CC1 (stereo partly drawn),-10%,0%,i,-4%,-10%,
COCCCNC(=S)NNC(=O)c1cc(-c2ccncc2)nc2ccccc12,-11%,0%,3.0%,5%,-12%,
O=C(OCCN=C1NS(=O)(=O)c2ccccc21)c1ccncc1,-5%,2%,i,0%,-2%,
CCN(CC)CCn1c2c(c(SCC(=O)Nc3ccc4c(c3)OCO4)nc1=O)CCC2,-5%,6%,0.9%,7%,1%,
O=C(NCc1cccc(Cl)c1)c1cccc(S(=O)(=O)N2CCCC2)c1,-5%,x,2.3%,5%,11%,
CCc1nnc(NC(=O)CCNC(=O)c2ccccc2Cl)s1,-7%,0%,2.3%,-5%,1%,
CC(=O)c1ccccc1NC(=O)COC(=O)c1ccccc1NC(=O)c1ccccc1,-10%,-4%,3.3%,-4%,66%,
COc1ccc(CCNC(=O)C(=O)NCC2OCCN2S(=O)(=O)c2ccc(OC)cc2)cc1 (stereo not drawn),5%,4%,0.8%,-7%,9%,inhibitors of VEEV 10K pilot screen=0.0

# No new results follow: an excerpt of the list.
SMILES,influenza NS1A,Salmonella PhoP GFP,inhibitors of VEEV,M. tuberculosis HTS,M. tuberculosis,others
N#CCN1CCN(CC(=O)c2ccc(Br)cc2)CC1,11%,-8%,0.6%,-5%,-10%,
Cc1ccc(/C=C/C(=O)O)cc1S(=O)(=O)N1CCc2ccccc2C1,0%,16%,2.2%,-3%,15%,

# Arranged by length of the SMILES (largest number first): part of the list above.
SMILES,influenza NS1A,Salmonella PhoP GFP,inhibitors of VEEV,M. tuberculosis HTS,M. tuberculosis,others
Cc1c(OC(C)C(=O)NCC2CCC(C(=O)O)CC2)ccc2c1oc(=O)c1ccccc12 (stereo not drawn),-1%,-2%,0.6%,-2%,6%,
O=C(NCc1cccc(Cl)c1)c1cccc(S(=O)(=O)N2CCCC2)c1,-5%,x,2.3%,5%,11%,
Nc1c(-c2ccccc2)c(CN2CCOCC2)nn1-c1ccccc1,-1%,-14%,i,-1%,-25%,
CCOC(=O)c1sc(NC(=O)C(CC)Sc2nccn2C)nc1C (stereo not drawn),9%,1%,i,3%,58%,
Cc1cc(C)c2c(=O)[nH]n(C3CCCCCC3)c2n1,-9%,-10%,6.1%,-7%,4%,
N#CCN1CCN(CC(=O)c2ccc(Br)cc2)CC1,11%,-8%,0.6%,-5%,-10%,

# The listing continues:
SMILES,influenza NS1A,Salmonella PhoP GFP,inhibitors of VEEV,M. tuberculosis HTS,M. tuberculosis,others
COC(=O)c1cccc(NC(=O)CCNC(=O)c2ccco2)c1,-8%,17%,i,4%,-9%,
COc1ccc(NS(=O)(=O)c2cc3c4c(c2)CCN4C(=O)CC3)c(OC)c1,-1%,x,0.5%,x,x,
CS(=O)(=O)Nc1ccc(-c2cc(/C=C3\SC(N)=NC3=O)c[nH]c2=O)cc1,0%,-2%,0.2%,-3%,-2%,
CCn1nnnc1NCc1cccn1C,-8%,-1%,0.9%,-11%,8%,
CCN1CCN(C(c2ccc(OC)c(OC)c2)c2nnnn2C(C)(C)C)CC1 (stereo not drawn),-8%,x,i,x,x,
CCc1cccc(CC)c1NC(=O)c1ccccc1,1%,0%,i,0%,-19%,
COC(C(=O)N/N=C(\C)CC(=O)Nc1ccc(Cl)cc1C)c1ccccc1 (stereo not drawn),-17%,-4%,1.2%,1%,12%,
OCCN1CCN(CC/C=C2/c3ccccc3Sc3ccc(Cl)cc32)CC1,16%,5%,i,u,63%,
CCc1c(C)sc(NC(=O)c2ccco2)c1C(=O)N1CCOCC1,-3%,-10%,i,-10%,13%,
CC1CCCCC1NC(=O)Cn1c(CN2CCCCC2)nc2ccccc2c1=O (stereo not drawn),5%,2%,i,5%,26%,
COc1ccc(NC(=O)COC(=O)CCCN2C(=O)c3ccccc3C2=O)cc1Cl,-7%,-2%,1.5%,-1%,-4%,
Cc1ccc(C2(C)NC(=O)N(CC(=O)NCCN3C(=O)S/C(=C\c4cccnc4)C3=O)C2=O)cc1 (stereo not drawn),-1%,x,0.4%,x,x,
C/C(=N\NC(=O)C1(C)CC1(Br)Br)c1cccc(NC(=O)c2ccc(C)o2)c1 (stereo not drawn),-2%,-4%,6.8%,4%,47%,
CNS(=O)(=O)c1ccc2c(c1)NC(=O)C1CCCN21 (stereo not drawn),1%,2%,i,-3%,18%,
CCOc1ccc(CCNC(=O)C2CC(=O)N(Cc3ccc(C)cc3)C2)cc1OCC (stereo not drawn),8%,-6%,0.8%,-12%,16%,
Cc1ccc(NC(=O)CSc2nnc(CCC(=O)O)c(=O)[nH]2)cc1,19%,-11%,9.1%,1%,19%,
CC(=O)Nc1ccc(NC(=O)COc2cc(C)cc3oc(=O)cc(C)c23)cc1,-1%,8%,2.4%,2%,-1%,
CC[C@@H](C)[C@@H](C(=O)N1CCN(C(=O)OC(C)(C)C)CC1)n1cc(CCC(=O)O)nn1,0%,-4%,0.5%,-1%,-19%,
Cc1nn(-c2ccccc2)c2sc(C(=O)N3CCOCC3)cc12,-5%,-2%,1.0%,2%,1%,
COCCCn1c(=O)c2sccc2n(Cc2ccccc2C)c1=O,-5%,9%,i,-6%,1%,
COc1cccc(NC(=O)C2CCC(CNS(=O)(=O)c3cccc4cccnc34)CC2)c1 (stereo not drawn),-1%,-15%,1.1%,1%,10%,
Cc1ccc(C)c(OCC(=O)Nc2ccc3c(c2)OCO3)c1C,-7%,-3%,4.0%,5%,65%,inhibitors of VEEV 10K pilot screen=1.1
Cc1cc(NC(=O)c2ccc(-c3ccccc3F)o2)no1,-2%,-4%,i,7%,26%,
Cc1[nH]n(-c2ccccc2)c(=O)c1/C=N\NC(=O)C1COc2ccccc2O1 (stereo not drawn),10%,-8%,12%,5%,42%,
COC(=O)Nc1nc2c(C)cccc2s1,-1%,-11%,2.9%,-5%,9%,
COc1ccc2c(C)cc(SCC(=O)Nc3ccc(Cl)cn3)nc2c1,7%,-13%,i,-5%,-7%,
Cc1ccc(-c2n[nH]c(=S)n2-c2ccccc2)cc1,4%,-7%,5.2%,5%,-8%,
COc1ccc(OC)c(NC(=O)CSc2nc3c(c(=O)n(C)c(=O)n3C)n2C)c1,-3%,-3%,1.1%,0%,-15%,
CCC(C(=O)OC)(C(=O)OC)c1ccc([N+](=O)[O-])cc1,-4%,4%,0.2%,8%,11%,
S=c1[nH]nc(-c2ccc3ccccc3n2)n1-c1ccc2c(c1)OCCO2,1%,0%,0.2%,4%,-4%,
CCOC(=O)C1CCN(C(=O)c2ccc3c(SCC(=O)O)c4c(nc3c2)CCCC4)CC1,-5%,6%,1.8%,-4%,8%,
c1ccc2c(c1)cnc1ccccc12,-18%,-3%&-13%,4.5%&2.9%,0%&-1%,-12%&0%,
Cc1ccsc1CNS(=O)(=O)c1ccc(F)cc1,-11%,-6%,1.8%,8%,-1%,
Cc1nc(SCc2ccccc2)c2oc3ccccc3c2n1,-20%,4%,1.2%,u,u,
COc1cccc(NC(=O)COC(=O)c2nc(Cl)ccc2Cl)c1,-13%,1%,2.3%,-4%,35%,
O=C(c1ccc(Cn2c(=O)[nH]c3ccccc3c2=O)cc1)N1CCN(c2ccc(F)cc2)CC1,6%,0%,5.0%,x,24%,
Cc1cc(N2CCNCC2)nc2ccccc12,-3%,9%,0.5%,7%,6%,
O=C(c1ccc2c3n(nc2c1)-c1ccccc1CO3)N1CCOCC1,-1%,-11%,i,-2%,-13%,
COc1ccc(-n2nc(C)c3sc(C)nc3c2=O)cc1,2%,4%,1.5%,1%,-5%,
O=C(NCc1ccccc1)C(c1ccco1)N(C(=O)c1ccccn1)c1ccc(F)cc1 (stereo not drawn),-5%,15%,6.5%,-6%,6%,
O=C(NC(=S)NCc1ccc(Cl)cc1)c1ccco1,2%,x,1.0%,7%,u,
COc1ccc(N2CCN(C(=O)c3cccc(S(=O)(=O)N4CCCc5ccccc54)c3)CC2)cc1,1%,x,i,-10%,19%,
OC(CN1CCOCC1)C12CC3CC(CC(C3)C1)C2 (stereo not drawn),-3%,-4%,0.5%,7%,-4%,
COc1ccc(C=CC(=O)c2ccc([N+](=O)[O-])cc2)cc1,1%,x,0.2%,x,x,
O=C(CN1C(=O)NC2(CCCCC2)C1=O)N1CCN(S(=O)(=O)c2cccc(F)c2)CC1,4%,-4%,0.7%,-16%,3%,
CC1(N=Cc2cc(Cl)ccc2O)COP(=O)(Nc2ccccc2)OC1 (stereo not drawn),9%,x,0.3%,x,x,
CCN1CCN(C(=O)/C=C/c2c(F)cccc2Cl)CC1,-2%,-8%,3.1%,5%,-4%,
CCOc1ccc(NC(=O)CSc2nnc(Cn3c(=O)sc4ccccc43)n2C)cc1,0%,-10%,0.8%,-5%,-7%,
CCN(Cc1ccccc1)Cc1cccc([N+](=O)[O-])c1,-3%,0%,i,x,x,
COC(=O)c1c(-c2ccc(N(C)C)cc2)sc2ccc(OC)cc12,-17%,x,0.3%,4%,78%,
O=C(NNC(=O)C1CC=CCC1)c1ccccc1Br (stereo not drawn),-7%,-11%,0.5%,1%,-1%,
Cc1cc(-c2ccc(C)c(S(=O)(=O)NCc3ccc(Br)cc3)c2)on1,-8%,0%,1.1%,2%,23%,
CCOc1ccc2ccccc2c1C(=O)Nc1cc(=O)n(C)c(=O)n1C,25%,17%,0.6%,-7%,x,
O=S1(=O)NC(C2CC2c2ccccc2)CCO1 (stereo not drawn),10%,-1%,0.3%,8%,-5%,
CN(C)C(Cc1ccc(Cl)cc1)C(=O)c1ccccc1 (stereo not drawn),-1%,-1%,2.4%,6%,55%,
O=C(O)Cn1c(C(F)(F)F)nc2ccccc21,1%,-11%,2.5%,4%,5%,
Cc1cccc(NC(=O)Nc2ccc3c(c2)CCC3)c1,-15%,-3%,3.3%,-9%,-9%,
Cc1cc(=O)n2ccccc2c1C#N,3%,-16%,1.3%,-21%,-10%,
Cc1ccc([C@@H]2[C@@H]3C(=O)N(C)C(=O)[C@@H]3[C@]3(C)C(=O)N(Cc4ccccc4)CC(=O)N23)o1,-5%,8%,2.1%,-11%,-18%,
CC1CCN(c2nc3ccc(C(=O)NCCCN4CCCCC4)cc3s2)CC1,0%,28%,i,6%,x,
# Next entries:
SMILES,influenza NS1A,Salmonella PhoP GFP,inhibitors of VEEV,M. tuberculosis HTS,M. tuberculosis,others
COC(=O)C1=C(c2ccccc2)C[C@@H]2CC[C@H]1N2C(=O)NCCS(C)=O (stereo partly drawn),-19%,11%,0.1%,-4%,-6%,
C=CCOC(=O)CSCC(NC(=O)OC(C)(C)C)C(=O)OCC (stereo not drawn),1%,-11%,1.1%,2%,32%,
O=C(Nc1cccc(N2C(=O)C=CC2=O)c1)c1cccs1,-3%,-5%,i,-2%,12%,
CN1CCCN(C(=O)CNC(=O)Cc2ccccc2)CC1,4%,-23%,0.6%,10%,-21%,
COCCNC(=O)c1ccc(C)cc1C,7%,8%,3.3%,-6%,-15%,
CCC1(CC)Cc2ccccc2-c2nc(-c3ccccc3)oc(=O)c21,-1%,-2%,2.3%,-1%,-1%,

# Screens as filed in PubChem.
